# Compound activity deposited in PubChem by several laboratories.
# Rtt109 Vps75: C. albicans Rtt109 histone acetyltransferase inhibition | purified Rtt109/Vps75, ThioGlo CoA-SH fluorescence, 4 h | inhibition, % at 34.9 µM | 330,000 tested, 0.16% active;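 active = inhibition of at least 50% in every replicate; inconclusive = best replicate reaches 50% inhibition but some replicates fall short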
# Target sequence (Q5AAJ8 whole entry, looked up): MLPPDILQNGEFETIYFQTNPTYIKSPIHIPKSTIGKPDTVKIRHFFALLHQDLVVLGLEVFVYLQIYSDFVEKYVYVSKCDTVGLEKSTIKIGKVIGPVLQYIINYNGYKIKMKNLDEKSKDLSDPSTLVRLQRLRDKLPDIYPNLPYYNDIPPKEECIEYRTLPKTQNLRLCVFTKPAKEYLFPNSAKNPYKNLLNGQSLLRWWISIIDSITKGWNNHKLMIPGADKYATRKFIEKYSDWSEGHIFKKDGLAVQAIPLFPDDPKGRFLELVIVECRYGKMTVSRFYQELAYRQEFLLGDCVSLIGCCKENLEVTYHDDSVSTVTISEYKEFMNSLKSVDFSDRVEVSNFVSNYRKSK
# MITF act: activators of MITF-driven TRPM1 promoter activity in SK-MEL-5 cells; SK-MEL-5 TRPM1-promoter luciferase, 24 h; % of positive control, neutral wells = 0; activation, % at 12.5 µM; 300,000 tested, 0.75% active; AID 588334;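 active = mean activation of at least 80% with every replicate also reaching 80%; inconclusive = mean reaches 80% but some replicate falls short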;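 also: 0% = neutral control wells and 100% = parthenolide positive control wells; values of inactives mirror those of a sister screen read the other way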
# CDK5 inh: inhibitors of human CDK5/p35 kinase. Q00535+Q15078. Recombinant CDK5/p35, ADP-Glo luminescence, 60 min. inhibition, % at 10 µM. 330,000 tested, 0.01% active;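 active = highest replicate inhibition of at least 50% and at least 75% of replicates reaching 50%; inconclusive = only one of the two criteria met; inactive = both criteria failed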;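 also: plate controls were DMSO neutral control for no effect and GW8510 at 10 µM for full effect; many of its hits are not listed in these tables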
# cardiac RTF act: cardiac RTF calcium sensitization; 340,000 tested, 0.24% active; IANBD-labeled TnC RTF fluorescence at EC20 calcium; 0% EC20 calcium, 100% full calcium; P19429+P45379; activation, % at 7.2 µM;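 active = activation above the mean over all tested compounds plus 3 SD, cut at about 30% in these data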;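 also: rise in fluorescence read as greater calcium sensitivity of cardiac thin filaments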
# CAL PDZ FP-1: human CAL PDZ-peptide interaction inhibition | purified CAL PDZ, TMR-peptide fluorescence polarization, 1 h | inhibition, % at 20 µM | 330,000 tested, 0.02% active | AID 504414;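 active = highest replicate inhibition of at least 40%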;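 also: plate controls were DMSO neutral control wells for no effect and unlabeled competitor peptide control wells for full effect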
#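 material = purified tagged CAL PDZ domain construct (CerCALP) | compound dosing = 20 µM, one dose | times = 1 h at RT | measured by = fluorescence polarization from S- and P-plane intensities, G-factor corrected | read-out = inhibition from polarization loss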
# Wnt bcat act: activates Wnt/beta-catenin signaling in a reporter cell assay; activator, plate reader; activation, % at 9.35 µM; 300,000 tested, 1.2% active; in the data active = activation above about 30%, passing the limit was not always enough; inconclusive = no clear call, values can overlap the other calls;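 also: 0% = neutral control wells and 100% = positive control wells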
# V-ATPase pHluor: alters yeast V-ATPase proton transport; response, % at 10 µM; S. cerevisiae, pHLuorin cytosolic pH fluorescence; AID 504577; 350,000 tested, 0.37% active; in the data active = response mostly above about 7.3%, no sharp cut-off; inactive = mostly below about 5.4%; also: actives read high; inactives centre near 0; some compounds called inactive have numbers as strong as hits; reference of the scale not given here
# dFosB activator: mouse delta FosB homodimer activation; purified delta FosB, TAMRA-CDK5 oligo fluorescence polarization; percent of positive-control signal above neutral wells; activation, % at 25 µM; 340,000 tested, 0.99% active;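 active = mean activation above about 17%, with every replicate also reaching it, limit read from the data, passing the limit was not always enough; inconclusive = only one of the two conditions met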;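 also: fluorescence polarization rise as delta FosB binds a TAMRA Cdk5 AP-1 oligo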
# Target sequence (P13346 whole entry, looked up): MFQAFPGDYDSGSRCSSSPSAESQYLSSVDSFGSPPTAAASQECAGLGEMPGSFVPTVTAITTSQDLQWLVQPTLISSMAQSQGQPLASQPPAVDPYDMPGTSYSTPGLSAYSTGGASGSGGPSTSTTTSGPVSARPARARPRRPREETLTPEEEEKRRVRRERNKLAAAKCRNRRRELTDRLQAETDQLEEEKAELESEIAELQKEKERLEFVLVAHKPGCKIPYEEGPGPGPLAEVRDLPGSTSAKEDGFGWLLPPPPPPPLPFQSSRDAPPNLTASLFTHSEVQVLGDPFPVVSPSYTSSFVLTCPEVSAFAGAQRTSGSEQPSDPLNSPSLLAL
# CAL PDZ FP-2: blocks peptide binding to the human CAL PDZ domain; 300,000 tested, 0.92% active; purified CAL PDZ, TMR-peptide fluorescence polarization, 1 h; inhibition, % at 24.9 µM; Q9HD26; AID 602252;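 active = mean inhibition of at least 30% with at least half of replicates also reaching 30%; inconclusive = no clear call, values can overlap the other calls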;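 also: 0% = DMSO neutral control and 100% = excess unlabeled competitor peptide PRC23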
# Tat export inh: inhibitors of E. coli Tat protein transport; E. coli MC4100 TorA-mCherry Tat export, fluorescence; AID 488895; inhibition, % at 10 µM; 340,000 tested, 0.036% active;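 active = mean replicate inhibition at least 50% and at least half of replicates individually reaching 50%; inconclusive = only one of the two criteria met; inactive = neither criterion met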;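 also: exported cargo escapes ClpAP degradation while cytoplasmic cargo is degraded and loses fluorescence; 0% = median of neutral control wells and 100% = median of NaSCN control wells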
# An asterisk follows results filed as active; ? = inconclusive; / = not tested or not shown.
SMILES,Rtt109 Vps75,MITF act,CDK5 inh,cardiac RTF act,CAL PDZ FP-1,Wnt bcat act,V-ATPase pHluor,dFosB activator,CAL PDZ FP-2,Tat export inh
Cn1c(SCC(N)=O)nnc1-c1ccc(C(C)(C)C)cc1,-1,3,1.6,10,-1.1,-3,0,-4,2,6
CCCCCCOC(=O)Cc1c(C)nc(N)[nH]c1=O,-1,7,1.3,5,-2.9,2,-1,-1,-1,2
Cc1cccc(CCN(C(=O)c2snc(C(N)=O)c2N)C(C(=O)NCC2CCCO2)c2ccc(F)cc2)c1 (configuration not stated),7,8,0.3,-5,-1.2,-1,-3,-16,4,7
Cc1ccc(S(=O)(=O)c2nnn3c2nc(N2CCC(C(N)=O)CC2)c2ccccc23)cc1C,-7,-3,/,1,-6.8,-2,2,-8,-4,-6
CC(C)CN(CC(C)C)S(=O)(=O)N1CCC(C(=O)NCCc2ccc(Cl)cc2)CC1,-7,-11,0.2,-2,-0.7,2,0,-6,3,-2
Cc1nnc(SCC(=O)N2CCCc3ccccc32)[nH]c1=O,0,-9,0.5,3,-0.1,-4,1,-10,/,-9
COCC(=O)N(CCc1ccc(OC)c(OC)c1)Cc1cc2cc(C)ccc2nc1Cl,0,-6,3.1,-4,-1.2,-1,0,-2,-5,-1
O=C(CSc1nnc(SCc2cccc3ccccc23)s1)N/N=C/C=C/c1ccccc1[N+](=O)[O-],-1,22,-0.2,10,-0.7,0,-2,-7,0,11
COc1ccc(S(N)(=O)=O)cc1C(=O)N(C)CC(=O)Nc1ccc(N2CCOCC2)cc1,3,0,0.3,-1,-2.5,-3,-1,-2,-1,-5
O=C(Nc1ccc(Cl)cn1)Nc1ccccc1F,-10,/,0.4,1,/,39*,-3,6,-3,2
COc1ccc2c(c1OC)C(=O)OC2Nc1ccc(S(=O)(=O)N=C(N)N)cc1 (configuration not stated),-5,-1,-0.5,0,-0.5,3,5,1,3,-14
COC(=O)C1=C2SC(C)C(=O)N2C(N)=C(C#N)C1c1cc(OC)c(OC)c(OC)c1 (configuration not stated),12,-5,-0.1,0,-0.5,/,0,-5,-4,5
CCOC(=O)C1=C(C)NC(=O)NC1c1cccc(OC)c1OCc1ccccc1Cl (configuration not stated),-15,-19,-1.3,3,-0.4,-1,2,-4,0,-2
O=C(NC1CCN(c2ncccn2)CC1)c1ccccc1F,16,-10,-0.9,-9,-1.3,1,1,2,-1,-4
COCCN1CCN(C(=O)c2cc(COc3cc(C)ccc3C)on2)CC1,1,45,0.2,0,-1.8,1,1,-5,-1,-4
CSCCC1NC(=O)N(CC(=O)N2N=C(c3ccc(Cl)cc3)CC2c2ccco2)C1=O (configuration not stated),-2,5,2.3,1,-1.5,2,-4,-21,4,1
O=C(O)c1ccc(NC(=O)c2cn(-c3ccccc3)nc2-c2cccc(Cl)c2)cc1,21,/,0.2,4,-1.8,2,-3,-13,-9,0
O=C(CCc1nnc2ccc(N3CCC4(CC3)OCCO4)nn12)Nc1ccc(F)cc1,-11,-13,2.0,4,-2.1,1,-2,-9,-2,-7
O=C(CSCC(=O)Nc1ccccc1)N/N=C/c1c(O)ccc2ccccc12,-8,-68,2.1,-9,-1.9,-8,1,-1,-2,5
COc1cc(/C=C/C(=O)OCC(=O)N2CCN(S(=O)(=O)c3ccc(C)cc3C)CC2)cc(Cl)c1OC,12,-6,0.5,-7,-0.1,-5,-1,-6,0,-2
COc1ccc(C(Nc2cc(C)ccn2)c2ccc3ccc(C)nc3c2O)cc1 (configuration not stated),8,-15,0.1,4,-1.8,0,1,16,-1,3
CCc1ccc(C(=O)Nc2ccc(OC)c(S(=O)(=O)N3CCOCC3)c2)cc1,9,-15,-1.9,3,-3.0,-2,3,-17,-1,-4
O=C(O)c1cc(S(=O)(=O)Nc2ccc(OCc3ccccc3)cc2)ccc1Br,12,-6,1.2,3,-0.1,-1,4,-17,-6,-5
CC(C)(C)C(=O)N/C(N)=N/c1nc2ccccc2o1,/,?,0.8,2,-0.2,65*,-3,-6,-7,0
CCCCn1c(=NC(=O)c2cccnc2)c(C(=O)OCC)cc2c(=O)n3ccccc3nc21,-12,/,-1.9,-4,-0.8,-5,1,-6,-1,7
COc1ccc(-c2ccc(=O)n(CC(=O)Nc3ccc4c(c3)OCCO4)n2)cc1,3,-3,0.0,3,18,-2,0,22*,-4,-1
CCCC(C)n1[nH]c(=O)cc1N (configuration not stated),-5,15,-2.4,3,-0.3,/,5,-6,/,-5
O=C1Nc2ccccc2/C1=C/C(=O)c1cccs1,3,-43,-0.4,-2,/,-4,4,-13,-4,-2
Fc1ccccc1/C=C/c1ccc2ccccc2n1,1,-25,-1.0,-1,-3.2,/,4,-27,-48,9
CCc1n[nH]c(=O)c2cc3cc(OC)ccc3n12,1,3,0.8,-1,-0.4,2,0,-21,0,-1
CCOC(=O)N1CCN(S(=O)(=O)c2ccc([N+](=O)[O-])cc2)CC1,-7,-3,-5.6,2,-0.5,-1,-4,4,-5,-5
Cc1ccc(C)c(N(CC(=O)NC2CCCC2)C(=O)c2oc(C(C)(C)C)cc2C)c1,13,-17,11,10,0.4,-1,4,-2,-5,33
COc1cc2c(cc1OC)CN(C(=O)COc1ccccc1[N+](=O)[O-])CC2,0,-10,0.9,-1,-0.3,0,-2,-8,3,-2
Cc1ccc(S(=O)(=O)C2C(=O)N(C)C3(C)CC2c2ccccc2O3)cc1C (configuration not stated),3,-8,0.6,9,-1.3,-2,0,-1,-7,-10
O=C(NC1CC2CCCC(C1)N2C(=S)Nc1ccccc1Cl)C1CC1 (configuration not stated),-5,/,0.1,4,-0.3,-5,-2,-2,-2,0
COC(=O)N1C(=O)[C@@](Cc2ccccc2)(c2ccccc2)N1C(=O)OC,-3,-32,-1.4,2,-0.5,0,0,2,-1,-30
Cc1cccc(N/C(N)=N/c2nc(C)c(Cc3ccccc3)c(=O)[nH]2)c1,-5,-8,-2.0,6,0.3,-3,0,0,-1,-5
COc1cc(/C=N/N(C)C)ccc1OC(=O)c1ccco1,-3,-2,-2.7,6,-0.7,1,1,4,3,7
Cc1ccc(-n2cnc3cc(NCc4cccs4)ccc32)cc1,1,/,0.2,-3,-0.9,/,0,-5,0,3
O=c1c2cc([N+](=O)[O-])cc([N+](=O)[O-])c2[nH]n1-c1ccccc1,2,-19,0.6,-7,0.1,1,-2,-11,3,-4
COc1ccccc1C(=O)NC(=O)COC(=O)c1nccnc1N,0,4,1.7,-2,-1.3,4,1,-9,/,2
CN1CCN(CCN2CCn3c2nc2ccccc23)CC1,1,17,3.8,-4,0.1,1,1,4,-4,-3
O=S(=O)(Nc1cc(Cl)ccn1)c1ccc(Cl)cc1,3,-10,1.1,0,0.2,-1,-4,-2,-2,6
COc1ccccc1N(C)S(=O)(=O)c1ccc(C(=O)Nc2nc(C)c(C(C)=O)s2)cc1,1,/,0.5,5,0.6,2,-6,-8,-3,-1
CCCc1ccc(C(=O)N2CCN(c3ccccc3OCC)CC2)cc1,11,3,1.2,-10,0.3,1,0,-1,-3,9
CCOC(=O)CNC(=O)CSc1nc(Cc2cccs2)nc2ccccc12,-198,0,-5.9,7,-2.4,0,1,-2,1,18
O=C(CCc1ccccc1)N1CCCN(C(=O)CCc2ccccc2)CC1,6,-3,-0.6,-5,-0.1,/,-1,-1,-3,0
Cc1cc(C)cc(NC(=O)CCC(=O)Nc2nnc(C(F)(F)F)s2)c1,-3,/,-2.3,7,1.0,1,-1,-3,/,1
CC1Cc2ccccc2N1C(=O)CSc1nccc(=O)[nH]1 (configuration not stated),-2,-3,-2.6,-2,0.4,-14,0,-1,3,3
CS(=O)(=O)Nc1cccc(C2=NN(C(=O)CCC(=O)O)C(c3cccs3)C2)c1 (configuration not stated),-8,16,0.9,-6,0.8,-1,-2,0,0,3
CCOC(=O)/C(C#N)=C/Nc1ccccc1NS(=O)(=O)c1ccc(C)c(C)c1,-2,3,-0.3,2,-1.5,2,-3,-2,-7,-7
CC(Nc1ccc(Br)cc1)C(=O)N/N=C/c1ccccc1OCc1ccccc1 (configuration not stated),26,/,-1.7,4,-2.1,6,4,-11,-6,6
CC(=O)Oc1ccc(C(=O)Cc2ccc3ccccc3n2)c(O)c1C,1,54,0.3,5,-1.8,-4,-1,1,-2,-7
CCn1c(=O)cc(OCC(=O)Nc2ccc(OC)c(OC)c2)c2ccccc21,-25,10,0.0,-2,-1.7,-7,-2,-7,-2,-6
CCN(C[C@H]1N[C@@](C)(C(=O)OC)[C@H]2C(=O)N(Cc3ccccc3)C(=O)[C@@H]12)C(=O)c1ccc(C)cc1,-5,-5,-0.7,-1,0.1,-2,-3,1,0,-1
Cc1ccc(C(=O)NCC(=O)NCC(=O)OCC(=O)c2ccc(Br)cc2)cc1,-5,-7,1.1,1,-0.1,1,-4,5,-4,-1
CN1/C(=C\C(=O)c2ccccc2Cl)c2ccccc2CC1(C)C,7,3,-0.6,2,-2.0,/,2,-5,-4,8
COC(=O)c1ccc(CSc2ncnc3c2nnn3-c2ccc(F)cc2)o1,-4,5,-0.9,-2,-1.0,/,4,4,1,-6
O=c1c2cn[nH]c2[nH]c(=S)n1-c1cccc2ccccc12,2,-12,-0.7,1,-0.4,-4,-1,1,-1,-8
CCOC(=O)c1cnc(SCC(=O)Nc2sc(C)c(C)c2C#N)nc1N,2,4,4.9,-4,-0.4,/,-2,45*,-5,6

# 2 entries picked at random from the list so far:
SMILES,Rtt109 Vps75,MITF act,CDK5 inh,cardiac RTF act,CAL PDZ FP-1,Wnt bcat act,V-ATPase pHluor,dFosB activator,CAL PDZ FP-2,Tat export inh
O=C1Nc2ccccc2/C1=C/C(=O)c1cccs1,3,-43,-0.4,-2,/,-4,4,-13,-4,-2
O=C(NC1CC2CCCC(C1)N2C(=S)Nc1ccccc1Cl)C1CC1 (configuration not stated),-5,/,0.1,4,-0.3,-5,-2,-2,-2,0

# Further results
SMILES,Rtt109 Vps75,MITF act,CDK5 inh,cardiac RTF act,CAL PDZ FP-1,Wnt bcat act,V-ATPase pHluor,dFosB activator,CAL PDZ FP-2,Tat export inh
O=C(/C=C/c1ccc(Cl)cc1)N(Cc1ccccc1)c1ccccn1,/,17,0.4,0,-0.6,-2,-2,-19,-8,-2
O=C(NC(Cc1ccccc1)C(=O)N1CCCCC1)c1ccccc1 (configuration not stated),3,-4,0.2,-1,-2.9,-1,-3,-9,-3,-5
c1ccc(CSc2ccc(-c3cccs3)nn2)cc1,-5,?,-6.4,0,-1.1,/,3,-4,0,1
CC1CCN(c2ccc3nnc(CCC(=O)NC(C)C)n3n2)CC1,-1,-8,1.6,3,-0.2,1,1,-3,1,4
Cc1ccc(Cl)cc1N1C(=O)CC(C)(C)CC1=O,-9,-8,0.5,-6,0.7,1,-1,-1,0,3
O=C(COC(=O)CNC(=O)c1ccccc1)Nc1ccc(Cl)cc1C(F)(F)F,0,4,-0.2,2,0.3,-2,1,-5,/,0
CSc1nc2ccc(NS(=O)(=O)c3ccc(Br)s3)cc2s1,-5,/,1.1,7,-0.5,9,0,-3,-4,6
COC(=O)c1ccc(C2OCC(C)(C)CO2)cc1,-4,69,-0.9,-3,-0.5,27,-2,3,/,-13
